High-throughput results from PubChem BioAssay.
IMPase inh: qHTS Assay for Identifying the Cell-Membrane Permeable IMPase Inhibitors. inhibition (IP1 accumulation), % at 46.1 µM. Inositol monophosphatase 1 (Rattus norvegicus), P97697. CHO-M1 cells, IP1 accumulation, HTRF TR-FRET ratio. 120,000 tested, under 10 active; active = well fitted curve in the direction sought with a large enough effect in the signal ratio, not every such curve was filed as active; inconclusive = small, poorly fitted or top-dose-only effect, or a change in a side signal; inactive = no such curve, though single readings can be large or run the other way; the % refers to the signal ratio;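 note: cells stimulated with carbachol in lithium chloride buffer; plate controls were DMSO basal wells for no effect and reference inhibitor wells for full effect; higher means more IMPase inhibition seen as more IP1 and lower FRET ratio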
Target sequence (P97697 whole entry, looked up): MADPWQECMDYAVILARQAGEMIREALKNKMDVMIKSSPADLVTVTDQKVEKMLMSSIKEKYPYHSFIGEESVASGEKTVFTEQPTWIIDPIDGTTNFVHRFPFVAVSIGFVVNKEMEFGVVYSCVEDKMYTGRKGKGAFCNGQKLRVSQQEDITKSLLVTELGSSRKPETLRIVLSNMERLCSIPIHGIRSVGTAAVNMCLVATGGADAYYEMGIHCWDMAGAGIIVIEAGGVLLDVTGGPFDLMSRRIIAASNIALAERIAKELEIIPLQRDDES
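Measured: the HTRF emission ratio (665/620 nm) plus the 620 nm donor channel, each fitted to the Hill equation to give AC50. Cells were CHO-M1 given compounds up to 46 uM and a 30 min carbachol stimulation at 37C.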
ALOX12 inhib: qHTS Assay for Inhibitors of 12-hLO (12-human lipoxygenase). purified 12-hLO, xylenol orange hydroperoxide absorbance. Potency, µM (titrated, usually from 57.1 µM), for inactives: at the highest dose activity change, negative = inhibition, usual class: inhibitors. Polyunsaturated fatty acid lipoxygenase ALOX12 (Homo sapiens), P18054. 150,000 tested, 0.12% active; note: potency is the fitted concentration of half-maximal effect; nearly all actives have a fitted effect of over 55% in size; many of its hits are not listed in these tables
Target sequence (P18054 whole entry, looked up): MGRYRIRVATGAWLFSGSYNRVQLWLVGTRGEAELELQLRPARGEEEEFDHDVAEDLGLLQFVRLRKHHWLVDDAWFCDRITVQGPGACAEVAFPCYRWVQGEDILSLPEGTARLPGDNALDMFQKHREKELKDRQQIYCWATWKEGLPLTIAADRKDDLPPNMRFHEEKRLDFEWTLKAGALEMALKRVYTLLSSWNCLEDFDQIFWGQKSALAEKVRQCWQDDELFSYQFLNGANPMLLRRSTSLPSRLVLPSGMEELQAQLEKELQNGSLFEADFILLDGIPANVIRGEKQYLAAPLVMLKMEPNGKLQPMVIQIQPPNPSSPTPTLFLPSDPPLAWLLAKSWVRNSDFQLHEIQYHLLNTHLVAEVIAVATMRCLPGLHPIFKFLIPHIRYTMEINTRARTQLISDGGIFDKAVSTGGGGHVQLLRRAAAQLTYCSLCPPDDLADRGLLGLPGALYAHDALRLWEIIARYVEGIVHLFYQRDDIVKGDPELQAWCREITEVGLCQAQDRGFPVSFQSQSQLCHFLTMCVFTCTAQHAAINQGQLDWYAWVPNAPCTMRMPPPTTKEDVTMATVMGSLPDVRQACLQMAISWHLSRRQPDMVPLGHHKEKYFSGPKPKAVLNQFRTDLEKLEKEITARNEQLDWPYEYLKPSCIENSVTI
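Xylenol orange chromogenic assay: hydroperoxide from 12hLO oxidises Fe(II), giving red-shifted Fe(III)-XO absorbance. Conditions: 150 nM enzyme, 40 uM arachidonic acid, 25 mM Hepes pH 7.0, 0.01% Triton X-100, 30 min, room temperature.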
PNC assembly inh: High Content Assay for Compounds that inhibit the Assembly of the Perinucleolar Compartment | PC3M PTB-GFP, PNC prevalence imaging, 16 h; stronger effect = lower value | activity change (PNC), negative = inhibition, % at 10 µM | 140,000 tested, 3.1% active;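 active = readout at or below -70, meaning at least 70% loss of cells showing the perinucleolar compartment, a nuclear body marking cancer cells; inconclusive = readout between -30 and a set limit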;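 note: plate controls were DMSO wells for no effect and camptothecin positive control wells for full effect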
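Compounds are pinned in duplicate onto adhered PC3M cells stably expressing GFP-tagged PTB and incubated 16 h at 37 C. Cells are then fixed, nuclei stained with Hoechst, and PNC-positive cells counted.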
15-hLO-2 inh: qHTS Assay for Inhibitors of 15-hLO-2 (15-human lipoxygenase 2); Polyunsaturated fatty acid lipoxygenase ALOX15B (Homo sapiens), O15296; purified 15hLO-2, xylenol orange hydroperoxide absorbance; Potency, µM (titrated, usually from 57.1 µM), inactives show at the top dose activity change, negative = inhibition, most hits filed as inhibitors; 110,000 tested, 0.56% active; AID 881, 2007; note: potency is the fitted concentration of half-maximal effect; nearly all actives have a fitted effect of over 60% in size; many of its hits are not listed in these tables
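Read-out: hydroperoxide product oxidises ferrous iron, measured as xylenol orange complex via the 573-to-405 nm absorbance ratio after 30 min. Reaction: 50 nM enzyme, 15 min compound preincubation, 45 uM arachidonic acid, 90 min RT, Hepes pH 7.5 with Triton X-100.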
Numbers without * were called inactive; ? = inconclusive; · = no result given; [ ] = another dose, or the depositor's remark. Unless noted, calls come from the whole dose curve; as a rule, active = well fitted curve in the direction sought with a large enough effect; inconclusive = small, poorly fitted or top-dose-only effect, or another doubt; inactive = no such curve, though single readings can be large; an effect the other way counts as inactive or inconclusive. Unless noted, % is set by controls: 0 for no effect and ±100 for the full control effect.

SMILES	IMPase inh	ALOX12 inhib	PNC assembly inh	15-hLO-2 inh
Clc1cccc2c1CN(C1=NCCN1)C2	5	0%	·	27%
Cc1cc(NS(=O)(=O)c2ccc(NC(=O)NC3CCCCC3)cc2)no1	-1	0%	49	4%
CCNC(=S)N1CCN(c2ccccn2)CC1	-4	0%	-9	·
CCCNC(=S)Nc1cccc(C(F)(F)F)c1	·	-2%	-25	·
O=C(Nc1ccc(F)cc1)C1CCCCC1	3	-1%	?	8%
COc1ccccc1NC(=O)c1ccc(N)cc1	2	13%	?	-4%
Cc1c(Cl)cccc1NCC(=O)Nc1ccc(Cl)cc1F	6	-12%	8	·
CSc1nnc2c(n1)OC=Nc1ccccc1-2	6	2%	8	·
OCC(O)C(O)C(O)C(O)C1NCCS1 (stereo unspecified)	-10	-1%	-10	36%[activator]
CCO/C=N/c1c(C#N)c2c(c(=S)n1C)COC(C)(C)C2	6	-9%	?	-6%
Cn1c(=O)c2c(nc(CN3CCN(C(c4ccccc4)c4ccccc4)CC3)n2CC(N)=O)n(C)c1=O	2	1%	41	3%
Cc1ccc(S(=O)(=O)N2CCCCC2)cc1NC(=O)c1ccc2c(c1)OCO2	6	-2%	?	·
COc1ccccc1NC(=O)N1CCCC1C(=O)NCc1ccc2c(c1)OCO2 (stereo unspecified)	1	3%	65	2%
CC(=O)c1cccc(NC(=O)Cc2coc3cc4c(cc23)CCC4)c1	·	-2%	38	·
NC(=O)c1ccsc1NC(=O)COc1ccccc1	0	2%	?	1%
O=C(O)c1ccccc1Nc1ccc([N+](=O)[O-])cc1	·	-5%	-87*	·
O=C1c2ccccc2C(=O)N1CCCCN(C(=O)c1cc2ccccc2oc1=O)c1ccc(Cl)cc1	0	-2%	28	·
Cc1nc(NC2=NCN(Cc3cccnc3)CN2)nc2c(C)cccc12	-3	-3%	?	2%
CC(=O)N1C2CCCCC2S[C@H]2CCCCC21 (stereo partly specified)	-1	-1%	-1	1%
CC(=O)NC1C2CN3CCN(C2)CC1(Cc1ccccc1)C3 (stereo unspecified)	·	0%	-27	·
N#Cc1c(NC(=O)CSc2nnc(-c3ccncc3)n2CC2CCCO2)sc2c1CCCC2 (stereo unspecified)	2	-8%	-15	-8%
S=C(Nc1ccc2c(c1)OCO2)Nc1ccc2c(c1)OCO2	·	-8%	-20	·
Cc1cccc(NC(=O)Cn2c(C)c(C#N)c3ccccc32)c1C	-4	-5%	-3	?
CCc1nc(NCCN2CCOCC2)c2oc3ccccc3c2n1	1	-2%	?	8%
O=C(N=C1c2ccccc2CN1c1ccccc1)c1cccc([N+](=O)[O-])c1	·	-2%	-22	·
Cc1nc(Cl)c2c(n1)NC1=C(O2)C(=O)CCC1	·	-2%	19	·
O=C(NCc1cccs1)C1CCCN1C(=O)Nc1ccccc1 (stereo unspecified)	-7	3%	0	-7%
O=S(c1ccc2ccccc2c1)c1cnns1 (stereo unspecified)	14	9%	-13	3%
O=C(Cn1cnc2c(nnn2Cc2ccccc2)c1=O)N1CCCc2ccccc21	-16	-4%	32	·
CC(=O)Oc1cccc(N2C(=O)C3C4C=CC(C4)C3C2=O)c1 (stereo unspecified)	0	-4%	-1	4%
COc1ccccc1CN(C(=O)c1ccco1)C(C(=O)NC1CCCC1)c1ccncc1 (stereo unspecified)	11	-8%	-8	-4%
O=C(Nc1nc(-c2cccc([N+](=O)[O-])c2)cs1)C(c1ccccc1)c1ccccc1	3[1.84 µM]	2%	7	4%[11.4 µM]
COc1ccc(OC)c(NC(=O)Nc2cc(NC(=O)Nc3cc(OC)ccc3OC)c(C)nc2C)c1	·	-2%	?	·
COc1cc(C(=O)N2CCC(c3nc(-c4cccnc4)no3)CC2)cc(OC)c1OC	14	-6%	-13	-4%
NS(=O)(=O)c1ccc(C(=O)O)cc1	·	2%	?	-5%[11.4 µM]
CCn1ncc(Br)c1C(=O)Nc1cc(C)ccc1F	4	-8%	-6	7%
CC(C)CCNC(=O)[C@H](CSCc1ccccc1)N1Cc2ccccc2C1=O	·	-11%	24	·
Cc1nc2ccc(S(=O)(=O)NCC(=O)NCc3ccc4c(c3)OCO4)cc2s1	6	-10%	-10	23%
O=C(CSc1n[nH]c(-c2ccccc2)n1)c1ccc(O)c(O)c1	0	?	5	?
O=C(COC(=O)C1CCCCC1)Nc1ccc(N2CCCCC2)cc1	7	-6%	26	-4%
COc1cc(SC)ccc1C(=O)OC1CCOC1=O (stereo unspecified)	-19	-6%	-10	-1%
O=C(NCC1CCCO1)c1cc(C(=O)C2CC2)c[nH]1 (stereo unspecified)	3	1%	25	2%
O=C(Cc1c[nH]c2ccccc12)NNC(=O)c1ccccc1	7	2%	?	·
Cc1ccc(-c2c3c(=O)n(C)c(=O)n(C)c3cn2Cc2ccccc2)cc1	6	-3%	-22	?
Cc1ccc(C(=O)N(c2ccccn2)C(C)c2ccco2)cc1 (stereo unspecified)	-1	0%	-3	1%
Fc1ccc(-n2c(-c3ccc4c(c3)OCO4)n[nH]c2=S)cc1Cl	-12	-1%	-9	·
CC(C)N1CC23C=CC(O2)C(C(=O)OCc2ccccc2)C3C1=O (stereo unspecified)	-1	2%	29	·
Cc1cccc(NC(=O)NNC(=O)c2nn(C)cc2Br)c1	·	-1%	-7	·

Molecules above that contain bromine, in the order listed:
SMILES	IMPase inh	ALOX12 inhib	PNC assembly inh	15-hLO-2 inh
CCn1ncc(Br)c1C(=O)Nc1cc(C)ccc1F	4	-8%	-6	7%
Cc1cccc(NC(=O)NNC(=O)c2nn(C)cc2Br)c1	·	-1%	-7	·

(listing goes on)
SMILES	IMPase inh	ALOX12 inhib	PNC assembly inh	15-hLO-2 inh
c1ccc(-c2nc(N3CCNCC3)nc3ccccc23)cc1	2	-8%	9	65%[activator]
CC(C)N(Cc1nc(-c2ccccc2)no1)C(=O)CN1C(=O)c2ccccc2C1=O	12	0%	-100*	·
CCOC(=O)Cn1nnc(-c2cccc(OC)c2)n1	3	2%	?	10%
O=C(COc1ccc(S(=O)(=O)NC2CCCCC2)cc1)N1CCN(c2ccc(F)cc2)CC1	2	0%	28	0%
COc1ccccc1N1CCN(CCN(C(=O)C2CCCCC2)c2ccccn2)CC1	-4	-1%	·	6%
C=CCOc1ccccc1/C=C/C(=O)O	-4	3%	34	3%
Cc1cccc(C)c1NC(=O)C(c1ccccc1)N1CCN(C(=O)c2ccco2)CC1 (stereo unspecified)	·	2%	34	·
Cc1ccc(Cn2nnc3c(=O)n(CC(=O)OCc4ccccc4)cnc32)cc1	-2	-5%	?	·
CCc1cccc(CC)c1-n1c(SCC(=O)N2CCc3ccccc3C2)nnc1-c1cccnc1	·	-2%	19	·
CC(C)NC(=O)CN1C(=O)C(=O)c2ccccc21	4	3%	?	·
O=C(C1=NN(c2ccccc2)C2C(=O)N(c3ccccc3Cl)C(=O)C12)c1ccccc1 (stereo unspecified)	-6	-4%	?	·
CCC(C)[C@H](NC(=O)Nc1cccc(Br)c1)C(=O)OC (stereo partly specified)	1	-4%	21	·

The closing four compounds of the part before open the next one.
SMILES	IMPase inh	ALOX12 inhib	PNC assembly inh	15-hLO-2 inh
CCc1cccc(CC)c1-n1c(SCC(=O)N2CCc3ccccc3C2)nnc1-c1cccnc1	·	-2%	19	·
CC(C)NC(=O)CN1C(=O)C(=O)c2ccccc21	4	3%	?	·
O=C(C1=NN(c2ccccc2)C2C(=O)N(c3ccccc3Cl)C(=O)C12)c1ccccc1 (stereo unspecified)	-6	-4%	?	·
CCC(C)[C@H](NC(=O)Nc1cccc(Br)c1)C(=O)OC (stereo partly specified)	1	-4%	21	·
COCc1cc(=O)[nH]c(/N=C(\N)Nc2ccccc2C)n1	-6	6%	41	5%
N#CC1=C(N)Oc2c(ccc3cccnc23)C1c1cccnc1 (stereo unspecified)	7	-6%	-19	·
COc1cc(NS(=O)(=O)c2ccc(F)cc2)c(OC)cc1NC(C)=O	5	-6%	14	0%
O=[N+]([O-])c1ccc(N2CCCC2)cc1NCc1ccccc1	8	5%	58	?
CCOC(OCC)P(=O)(c1ccccc1)c1ccccc1	3	-2%	18	-6%
O=C(c1cccs1)N1CCN(C(=O)c2ccco2)c2ccccc2C1	10	-6%	31	6%
CCCCCCS(=O)Cc1ccccc1 (stereo unspecified)	-4	2%	?	0%
Cc1ccc2nc(NC(=O)COC(=O)c3ccc(Br)o3)sc2c1	2	-17%	?	-12%
CCCCNS(=O)(=O)c1ccc(OC)cc1	?	2%	24	3%
O=C(c1ccc([N+](=O)[O-])s1)N1CCN(c2cccc(Cl)c2)CC1	6	-8%	6	·
Cc1cccc(-n2ncc3c(NCc4cccs4)ncnc32)c1	2	-5%	-6	23%
CC(C(=O)O)N1C(=O)C2C3CC(C2C1=O)C1C(c2ccccc2)c2sc(=O)[nH]c2SC31 (stereo unspecified)	·	-3%	23	·
COc1ccc(C)cc1-n1nnnc1SCC(=O)NNC(=O)c1ccc([N+](=O)[O-])cc1	-1	-4%	-22	·
COc1ccc(CNC(=O)c2ccc(-c3ccccc3)cc2)cc1	0	-1%	16	2%
C[C@H](Br)C(=O)c1ccc2cc(Br)c3ccccc3c2c1	·	4%[11.4 µM]	·	-8%[11.4 µM]
Cn1nnnc1P(=O)(c1ccccc1)c1ccccc1	-19	-4%	-13	7%
Nc1c(S(=O)(=O)c2cccc(Cl)c2)c2nc3ccccc3nc2n1/N=C/c1ccc(O)c(O)c1	-3	?	-4	?
Cc1cc(Nc2ccccc2)nc2cc(O)ccc12	·	2%	?	·
COc1ccc(-c2n[nH]c(C)c2-c2ccc(OC)c(OC)c2)c(O)c1	?	?	-10	18%
CN(CCC#N)C(=O)CSc1nc2scc(-c3ccccc3)c2c(=O)[nH]1	·	2%	-20	·
COc1ccc(S(=O)(=O)Nc2ccc3c(c2)OCO3)cc1C	7	-4%	-3	-3%
Cc1cc(C)n2cc(CSCc3ccco3)nc2n1	-13	-1%	39	4%
COC(=O)Cn1ncn2c(cc3oc(C)cc32)c1=O	11	-7%	?	-13%
COc1cccc(N2CCN(Cc3nc(N)nc(Nc4ccccc4)n3)CC2)c1	-11	-1%	25	26%[2.29 µM]
CC1CCCCC1NC(=O)/C(C#N)=C/c1ccc(OCC(N)=O)cc1 (stereo unspecified)	1	-3%	8	·
CCOc1ccc(OCc2ccc(C(=O)N3CCCC3)o2)cc1	-2[1.84 µM]	-3%	26	10%[11.4 µM]
O=C(NCCO)c1ccc2nc(-c3ccco3)c(-c3ccco3)nc2c1	5	-11%	46	-14%
CCNc1nc(NC(C)C)nc(OCCOC(=O)Nc2ccccc2)n1	0	3%	306	·
CCC(=O)Nc1ccc2nc(SCC(=O)N3CCCC3)sc2c1	-17	6%	-1	3%
COc1cc(C(=O)Oc2cccc(C)c2)cc(OC)c1OC	11	-3%	-10	-1%
CCOc1ccc(CCNc2nc3c(c(=O)n(C)c(=O)n3C)n2CC)cc1OCC	-5	0%	?	5%[2.29 µM]
Cc1ccc2ccc3cccc4ccc1c2c34	·	0%	·	3%
COc1cc(C2C(C#N)=C(N)N(Nc3ccccc3)C3=C2C(=O)CC(C)(C)C3)ccc1OCc1ccccc1 (stereo unspecified)	-5	-20%	19	-14%
COc1cccc(C(=O)NC(C)c2ccc(Br)cc2)c1 (stereo unspecified)	·	-1%	54	·
COc1ccccc1NC(=S)NNC(=O)c1nn(C)cc1Cl	?	-4%	-18	47%[activator]
Cc1cc(-c2sccc2C)nc(-n2cccc2)n1	0	-4%	48	12%

Fetched by structure from the entries so far:
SMILES	IMPase inh	ALOX12 inhib	PNC assembly inh	15-hLO-2 inh
C=CCOc1ccccc1/C=C/C(=O)O	-4	3%	34	3%
CCC(C)[C@H](NC(=O)Nc1cccc(Br)c1)C(=O)OC (stereo partly specified)	1	-4%	21	·

This is a subset; count on the stated rates, not on these rows.
